Source: PubChem BioAssay
Pin1 inh: inhibitors of human Pin1; Pin1 FP peptide displacement, HiFluor488, 10 min; Q13526; Potency, µM (titrated, usually from 115 µM), for inactives: at the top dose activity, negative = inhibition, usual class: inhibitors; 390,000 tested, 0.009% active; active = well fitted inhibition curve with a large enough effect in the polarisation, with a control signal flat, not every such curve was filed as active; inconclusive = small, poorly fitted or top-dose-only effect, or effect the other way, or a change in a side signal; inactive = no such curve, though single readings can be large or run the other way; the % refers to the polarisation; note: potency is the fitted concentration of half-maximal effect; % is set by controls: 0 for no effect and ±100 for the full control effect
Target sequence (Q13526 whole entry, looked up): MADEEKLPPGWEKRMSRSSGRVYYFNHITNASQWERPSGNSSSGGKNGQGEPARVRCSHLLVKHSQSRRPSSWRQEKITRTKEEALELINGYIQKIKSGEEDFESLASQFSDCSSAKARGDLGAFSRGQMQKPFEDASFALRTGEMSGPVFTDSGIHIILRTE
USP1 inh: inhibitors of human USP1/UAF1 deubiquitinase; O94782; recombinant USP1/UAF1, Ub-Rhodamine cleavage fluorescence; Potency, µM (top dose mostly 57.1 µM), inactives show at the highest dose activity change, negative = inhibition, most hits filed as inhibitors; 390,000 tested, 0.23% active; AID 743255; note: potency is the fitted concentration of half-maximal effect; % is set by controls: 0 for no effect and ±100 for the full control effect; nearly all actives have a fitted effect of over 60% in size; inactives centre near -12
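USP1/UAF1 complex (1 nM) preincubated 15 min at room temperature with compound, then Ub-Rho substrate (150 nM final) added. Kinetic fluorescence at 480/540 nm over 6 reads at 60 s intervals; 50 mM HEPES pH 7.8, 0.5 mM EDTA, 0.1 mg/ml BSA, 1 mM TCEP, 0.01% Tween-20.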
TrxR1 substrate: is turned over as a substrate by rat TrxR1 | Potency, µM (doses to about 114 µM), for inactives: at the highest dose activity change, negative = substrate turnover | O89049 | 390,000 tested, 0.01% active | purified TrxR1 substrate turnover, NADPH consumption readout; note: potency is the fitted concentration of half-maximal effect; % is set by controls: 0 for no effect and ±100 for the full control effect; nearly all actives have a fitted effect of over 50% in size
Target sequence (O89049 whole entry, looked up): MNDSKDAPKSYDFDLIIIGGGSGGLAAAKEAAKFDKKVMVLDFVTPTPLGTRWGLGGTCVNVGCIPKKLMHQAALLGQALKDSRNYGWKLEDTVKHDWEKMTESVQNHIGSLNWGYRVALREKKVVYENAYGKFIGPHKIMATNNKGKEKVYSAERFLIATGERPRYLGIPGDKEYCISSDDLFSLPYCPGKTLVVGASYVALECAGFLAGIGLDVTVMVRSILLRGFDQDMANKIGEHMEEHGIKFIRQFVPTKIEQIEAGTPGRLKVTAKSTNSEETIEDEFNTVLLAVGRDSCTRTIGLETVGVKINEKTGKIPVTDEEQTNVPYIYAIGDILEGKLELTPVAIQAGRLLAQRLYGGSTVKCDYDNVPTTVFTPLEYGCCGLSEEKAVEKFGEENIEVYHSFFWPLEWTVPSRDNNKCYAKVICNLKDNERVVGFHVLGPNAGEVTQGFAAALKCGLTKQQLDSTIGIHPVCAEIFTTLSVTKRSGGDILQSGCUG
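Rat TrxR1, dispensed at 90 nM, was prereduced with 400 uM NADPH (final) for 5 min at ~22 deg C, then incubated with compound 15 min before 400 uM selenite. A first-read NADPH fluorescence drop versus no-compound background flagged substrates.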
D2 ag: D2 dopamine receptor (human) agonism. P14416. HEK293 T-REx D2 cells, calcium flux agonist mode. activation, % at 2 µM. 340,000 tested, 0.53% active. AID 485358;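 active = activation over 3 SD above normal in the single-dose calcium agonist read, cut at about 30% in these data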; note: 0% is about no effect
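In this primary screen, compounds producing a positive calcium signal within 180 s of addition to tetracycline-induced, force-coupled HEK293 Trex D2 cells are flagged; cells are dye-loaded with a no-wash calcium kit beforehand.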
D2 antagonist: antagonists of human D2 dopamine receptor | P14416 | HEK293 TREx D2 cells, calcium flux, dopamine EC80 | inhibition, % at 10 µM | 340,000 tested, 2% active | AID 485344; in the data active = inhibition above about 30%; note: 0% is about no effect
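Compounds are added to dye-loaded, induced HEK293 T-REx cells coupled to calcium release via D2; after a 3 min kinetic read an EC80 dopamine stimulus is given and fluorescence is recorded for 3 more min.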
TRHR ag: activates the human TRH receptor | P34981 | TRHR cells, calcium flux fluo-8, FDSS agonist mode | 360,000 tested, 0.18% active | activation, % at 2 µM | AID 493084; in the data active = activation above about 30%; note: 0% is about no effect
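In this calcium-flux screen, cells bearing human TRHR are dye-loaded with fluo-8, baselined for 10 cycles, then exposed to library compounds; positive kinetic calcium responses during the agonist phase mark hits, with TRH as control.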
TRHR enhancer: TRH receptor (human) allosteric enhancement; P34981; TRHR cells, fluo-8 calcium fluorescence, EC20 TRH enhancement; enhancement, % at 2 µM; 360,000 tested, 0.66% active; AID 493056; in the data active = enhancement above about 30%; note: 0% is about no effect
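TRHR-expressing cells loaded with fluo-8 calcium dye were read kinetically (ex 480/em 530) during compound addition, then stimulated with an EC20 of TRH (10 nM final). Enhancement of the Gq-mediated intracellular calcium response was scored.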
TrxR1 inh: rat TrxR1 inhibition; Potency, µM (doses to about 114 µM), for the others: at the highest dose activity change, negative = inhibition, most hits filed as inhibitors; 390,000 tested, 1% active; O89049; AID 588453; recombinant rTrxR1, NADPH fluorescence consumption, selenite substrate; note: potency is the fitted concentration of half-maximal effect; % is set by controls: 0 for no effect and ±100 for the full control effect; nearly all actives have a fitted effect of over 65% in size
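Rat TrxR1 (90 nM in the dispensed reagent) was pre-reduced with 400 uM NADPH for 5 min at room temperature, then incubated with compound for 15 min. After 400 uM selenite was added, NADPH fluorescence (Ex 340/Em 450 nm) was followed for 8 min.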
mIDH1 inhibitor: human IDH1 R132H inhibition | O75874 | IDH1-R132H enzyme, NADPH consumption, diaphorase/resazurin fluorescence | Potency, µM (series often up to 76.6 µM), for the others: at the top dose activity change, negative = inhibition, usual class: inhibitors | 390,000 tested, 0.093% active; note: potency is the fitted concentration of half-maximal effect; % is set by controls: 0 for no effect and ±100 for the full control effect; nearly all actives have a fitted effect of over 65% in size
Target sequence (O75874 whole entry R132H, stated change not applied): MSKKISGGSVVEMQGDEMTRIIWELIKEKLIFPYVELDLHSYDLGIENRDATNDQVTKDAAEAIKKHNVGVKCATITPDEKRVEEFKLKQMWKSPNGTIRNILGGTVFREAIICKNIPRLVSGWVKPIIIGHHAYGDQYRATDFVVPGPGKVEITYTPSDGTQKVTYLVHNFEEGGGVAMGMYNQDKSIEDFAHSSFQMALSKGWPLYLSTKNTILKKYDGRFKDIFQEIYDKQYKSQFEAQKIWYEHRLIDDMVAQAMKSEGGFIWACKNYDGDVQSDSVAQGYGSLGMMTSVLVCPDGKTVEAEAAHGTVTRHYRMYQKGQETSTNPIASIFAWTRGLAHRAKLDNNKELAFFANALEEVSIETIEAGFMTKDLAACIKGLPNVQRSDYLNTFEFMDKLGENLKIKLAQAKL
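IDH1-R132H (0.5 ug/mL dispensed) in pH 7.5 Tris buffer was preincubated 30 min with compound, then given a substrate mix of 0.016 mM NADPH and 2 mM alpha-KG for 80 min at room temperature; remaining NADPH was read by diaphorase/resazurin fluorescence.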
* marks the source's active call; other numbers are inactive results; [ ] = dose if it differs, or a comment. Unless noted, calls come from the whole dose curve; as a rule, active = well fitted inhibition curve with a large enough effect; inconclusive = small, poorly fitted or top-dose-only effect; inactive = no such curve, though single readings can be large or run the other way. These rows are one share of the data; the hit share may differ from the screen's.

`CCOC(=O)C1=NNC(C(=O)c2ccc(Cl)cc2)C1c1ccc(OC)cc1` (stereo not drawn) gave Pin1 inh 24%, USP1 inh -25%, TrxR1 substrate 1%[57.1 µM], D2 ag -0.7, D2 antagonist 2, TRHR ag -1.8, TRHR enhancer -6, TrxR1 inh 25%[57.1 µM] and mIDH1 inhibitor -3%.
CCN1C(=O)N[C@@H](c2ccco2)C(C(=O)OC)=C1C was read as Pin1 inh 4%, USP1 inh 20%, TrxR1 substrate -4%, TrxR1 inh 2%[57.1 µM] and mIDH1 inhibitor -2%.
Screening CCOc1ccc(NC(=O)CN(c2cc(C)cc(C)c2)S(=O)(=O)c2c(C)noc2C)cc1 returned Pin1 inh 0%, USP1 inh inconclusive, TrxR1 substrate 3%, D2 ag 0.2, D2 antagonist 3, TRHR ag 0.7, TRHR enhancer -5, TrxR1 inh 18% and mIDH1 inhibitor 0%.
For CC(C)C(=O)Nc1ncc(C(F)(F)F)cc1Cl the results were Pin1 inh -5%, USP1 inh -14%, TrxR1 substrate 6%, D2 ag -0.2, D2 antagonist -1, TRHR ag 0.0, TRHR enhancer -1, TrxR1 inh 16% and mIDH1 inhibitor -2%.
Screening Cc1nnc(SCC(=O)c2c(N)n(C3CC3)c(=O)[nH]c2=O)n1-c1ccccc1 returned Pin1 inh 2%, USP1 inh -6%, TrxR1 substrate 5%, D2 ag 1.0, D2 antagonist 19, TRHR ag -0.1, TRHR enhancer -4, TrxR1 inh 19% and mIDH1 inhibitor 6%.
Screening CCOC(=O)CSc1nc2c(sc(=S)n2CCc2ccccc2)c(=O)n1Cc1ccco1 returned Pin1 inh 4%, USP1 inh -8%, TrxR1 substrate -14%, D2 ag 0.7, D2 antagonist 23, TRHR ag 0.4, TRHR enhancer -8, TrxR1 inh 9% and mIDH1 inhibitor 1%.
O=C(NCCCN1CCN(Cc2ccccc2)CC1)c1nnc(Cc2c(F)cccc2Cl)o1 was read as Pin1 inh -2%, USP1 inh -14%, TrxR1 substrate 8%, D2 ag 23, D2 antagonist 20, TRHR ag -0.4, TRHR enhancer 0, TrxR1 inh 13% and mIDH1 inhibitor 8%.
For CC(C)c1ccc(NC(=O)CCS(=O)(=O)c2ccc3c(c2)CC(=O)N3C)cc1 the results were Pin1 inh 0%, USP1 inh -11%, TrxR1 substrate 5%[57.1 µM], D2 ag 0.1, TRHR ag -0.1, TRHR enhancer 21, TrxR1 inh 15%[57.1 µM] and mIDH1 inhibitor -6%.
For Cc1ccc(C(=O)NC(=S)NNC(=O)COc2ccc([N+](=O)[O-])cc2)cc1 the results were Pin1 inh -4%, USP1 inh -18%, TrxR1 substrate 8%[0.0914 µM], D2 ag -2.9, D2 antagonist -12, TRHR ag -1.0, TRHR enhancer 8, TrxR1 inh inconclusive and mIDH1 inhibitor -10%.
For COCCN(CCOC)c1nc(N)c2c(N)nc3c(c2c1C#N)CC(=O)N3Cc1ccc(Cl)cc1 the results were Pin1 inh 12%, USP1 inh -12%, TrxR1 substrate 31%[activator], D2 ag 0.3, D2 antagonist 11, TRHR ag -0.6, TRHR enhancer 2, TrxR1 inh 18% and mIDH1 inhibitor -9%.
`Cc1ccc(-n2nnnc2C(=Cc2ccc(N(C)C)cc2)c2nnnn2-c2ccc(C)cc2)cc1` gave Pin1 inh inconclusive, USP1 inh 22µM*, TrxR1 substrate -7%, D2 ag 3.4, D2 antagonist -1, TRHR ag 2.8, TRHR enhancer 5, TrxR1 inh 16% and mIDH1 inhibitor 0%.
`CN(C)C(=O)CSc1nnc(C23CC4CC(CC(C4)C2)C3)o1` gave Pin1 inh -1%, USP1 inh -12%, TrxR1 substrate 7%, D2 ag -0.7, D2 antagonist 18, TRHR ag 0.3, TRHR enhancer 1, TrxR1 inh 6% and mIDH1 inhibitor 6%.
`COCC(=O)Nc1ccc(S(=O)(=O)Nc2cc(C)nc(C)n2)cc1` gave Pin1 inh -5%, USP1 inh -11%, TrxR1 substrate 10%, D2 ag -0.3, D2 antagonist 6, TRHR ag 0.4, TRHR enhancer 8, TrxR1 inh 32% and mIDH1 inhibitor 6%.
`O=C(Nc1ccccc1C(=O)N1CCCCC1)c1ccco1` gave Pin1 inh 1%, USP1 inh 2%, TrxR1 substrate 2%, D2 ag 0.0, D2 antagonist 11, TRHR ag 0.0, TRHR enhancer -6, TrxR1 inh -1% and mIDH1 inhibitor -4%.
`CC12CCC(C(=O)C1)C1(C)CCCC(=O)C21` (stereo not drawn) gave Pin1 inh -4%, USP1 inh 4%, TrxR1 substrate -6%[11.4 µM], TrxR1 inh -17%[11.4 µM] and mIDH1 inhibitor -2%.
Screening Cc1ccc(CNC(=O)c2ccc3c(=O)[nH]c4c(C(=O)NCC5CCCO5)sc(=S)n4c3c2)cc1 (stereo not drawn) returned Pin1 inh 11%, USP1 inh -16%, TrxR1 substrate -10%[57.1 µM], D2 ag 0.4, D2 antagonist 6, TRHR ag 0.9, TRHR enhancer 4, TrxR1 inh 2%[57.1 µM] and mIDH1 inhibitor 8%.
Screening CC1(C)NC(=O)N(CCCOc2ccc3c(c2)CCC3)C1=O returned Pin1 inh 1%, USP1 inh -13%, TrxR1 substrate 12%[57.1 µM], TRHR ag 0.4, TRHR enhancer -5, TrxR1 inh 24% and mIDH1 inhibitor 4%.
O=C(CN1CCN(Cc2ccccc2Cl)CC1)N/N=C/C=C\c1ccccc1[N+](=O)[O-] was read as Pin1 inh 0%, USP1 inh -4%, TrxR1 substrate -7%, D2 ag -0.2, D2 antagonist 1, TRHR ag 0.0, TRHR enhancer 2, TrxR1 inh 9% and mIDH1 inhibitor 0%.
Screening C#CCOCCOCCOCCNc1nc(N2CCN(C(=O)[C@H]([C@@H](C)CC)n3cc(CCCN=C(N)N)nn3)CC2)nc(N2CCN(C(=O)[C@H](Cc3ccc(O)cc3)n3cc(CCO)nn3)CC2)n1 returned Pin1 inh 10%, USP1 inh -16%, TrxR1 substrate -2%, D2 ag 0.7, D2 antagonist 2, TRHR ag 0.0, TRHR enhancer -2, TrxR1 inh 7% and mIDH1 inhibitor -15%.
`Cc1nnc2n(Cc3ccccc3)c(=O)c3c4c(sc3n12)CCCC4` gave D2 ag -0.3, D2 antagonist 5, TRHR ag -0.4 and TRHR enhancer -3.

Grouped by structure: those above containing a nitro group on carbon.
For Cc1ccc(C(=O)NC(=S)NNC(=O)COc2ccc([N+](=O)[O-])cc2)cc1 the results were Pin1 inh -4%, USP1 inh -18%, TrxR1 substrate 8%[0.0914 µM], D2 ag -2.9, D2 antagonist -12, TRHR ag -1.0, TRHR enhancer 8, TrxR1 inh inconclusive and mIDH1 inhibitor -10%.
O=C(CN1CCN(Cc2ccccc2Cl)CC1)N/N=C/C=C\c1ccccc1[N+](=O)[O-] was read as Pin1 inh 0%, USP1 inh -4%, TrxR1 substrate -7%, D2 ag -0.2, D2 antagonist 1, TRHR ag 0.0, TRHR enhancer 2, TrxR1 inh 9% and mIDH1 inhibitor 0%.

Additional records.
`Cc1ccc(N/N=C(\C#N)C(N)=S)c(C)c1` gave Pin1 inh 7%, USP1 inh -25%, TrxR1 substrate -7%, D2 ag 17, D2 antagonist 22, TRHR ag 3.4, TRHR enhancer -3, TrxR1 inh -29% and mIDH1 inhibitor 2%.
`CCCCSc1nc(-c2ccc(OC)cc2)ccc1C#N` gave Pin1 inh 5%, USP1 inh -13%, TrxR1 substrate 36%, D2 ag 0.6, TRHR ag 4.0, TRHR enhancer -4, TrxR1 inh 40%[activator] and mIDH1 inhibitor 10%.
`COC(=O)c1ccc(C)c(NC(=O)CCc2cc(OC)c(OC)c(OC)c2)c1` gave Pin1 inh -8%, USP1 inh -21%, TrxR1 substrate 8%, D2 ag 0.6, D2 antagonist -4, TRHR ag 0.4, TRHR enhancer 13, TrxR1 inh 4%[57.1 µM] and mIDH1 inhibitor 14%.
COc1ccc(S(=O)(=O)N(CCCN2CCOCC2)Cc2cccc3ccccc23)cc1 was read as Pin1 inh -8%, USP1 inh 3%, TrxR1 substrate -8%, TRHR ag -0.4, TRHR enhancer -3, TrxR1 inh -8% and mIDH1 inhibitor 11%.
CNC(=O)C(=O)NCC(c1cccs1)S(=O)(=O)c1ccc(C)cc1 (stereo not drawn) was read as Pin1 inh -9%, USP1 inh -5%, TrxR1 substrate 1%, D2 ag -0.3, D2 antagonist 2, TRHR ag -0.6, TRHR enhancer 0, TrxR1 inh 17% and mIDH1 inhibitor 0%.
`CC1Cc2ccccc2N1C(=O)c1ccc(Br)o1` (stereo not drawn) gave Pin1 inh -3%, USP1 inh inconclusive, TrxR1 substrate 1%, TrxR1 inh 9% and mIDH1 inhibitor 1%.
Cc1c(C(=O)NCCN(C)C)oc2ccc(S(=O)(=O)N3CCCC3)cc12 was read as Pin1 inh 3%, USP1 inh -1%, TrxR1 substrate -9%, D2 ag 0.2, D2 antagonist -11, TRHR ag 1.3, TRHR enhancer -8, TrxR1 inh 9%[57.1 µM] and mIDH1 inhibitor -8%.
For Cc1ccc(NC(=S)NNC(=S)Nc2ccc(C)cc2)cc1 the results were Pin1 inh -7%, USP1 inh -17%, TrxR1 substrate -3%, TrxR1 inh -17% and mIDH1 inhibitor 2%.
`COc1ccc(OCC(O)CNS(=O)(=O)c2cccs2)cc1` (stereo not drawn) gave Pin1 inh -2%, USP1 inh 1%, TrxR1 substrate 4%, TRHR ag 0.0, TRHR enhancer 7, TrxR1 inh 11% and mIDH1 inhibitor 3%.
Cc1c(C(=O)NCc2ccccc2Cl)cccc1-n1cnc2cccnc21 was read as Pin1 inh 4%, USP1 inh -10%, TrxR1 substrate 7%, D2 ag -0.5, TRHR ag -0.4, TRHR enhancer 6, TrxR1 inh 29% and mIDH1 inhibitor 27%.
